inhibitors of VEEV = inhibitors of VEEV TC-83 cytopathic effect, confirmation, Vero cells (AID 588727) | Vero cells, VEEV TC-83 cytopathic effect inhibition; higher % means a stronger effect | inhibition, % at 20 µM; hits with a dose series show IC50 in µM | 0.13% of 350,000 active; in the data active means a potency from the dose series; inconclusive means inhibition mostly from about 14% at the one dose, without a potency; inactive means the rest, 99 in 100 with inhibition below about 12%; further: strong numbers were not always called active
tuberculosis growth = growth inhibition of non-replicating M. tuberculosis (AID 488890). one-dose inhibition, % at 25 µM; IC50 in µM for titrated hits. Mycobacterium tuberculosis non-replicating, growth inhibition; higher % means a stronger effect. 0.39% of 320,000 active; in the data active means a potency from the dose series; inconclusive means inhibition mostly from about 82% at the one dose, without a potency; inactive means the rest, 99 in 100 with inhibition below about 76%;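 further: plate controls were DMSO cells for no effect and high antibiotic wells for full effect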
M. tuberculosis HTS = M. tuberculosis growth inhibition, HTS (AID 449762) | one-dose inhibition, % at 25 µM; IC50 in µM for titrated hits | M. tuberculosis H37Rv growth inhibition, 7H9 media; higher % means a stronger effect | 0.59% of 330,000 active; in the data active means a potency from the dose series; inconclusive means inhibition above about 70% without an active follow-up result;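 further: bacterial growth assessed after seven days of incubation; strong numbers were not always called active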
influenza NS1A = H1N1 influenza NS1A inhibitors, functional cell based assay (AID 504329). NS1A functional cell-based assay, percent inhibition; higher % means a stronger effect. one-dose inhibition, % at 12.5 µM; IC50 in µM for titrated hits. 0.3% of 340,000 active; in the data active means a potency from the dose series; inconclusive means inhibition above about 27% without an active follow-up result; further: strong numbers were not always called active
Salmonella PhoP GFP = Inhibition of PhoP regulon, Salmonella typhi GFP reporter cells, confirmation, 4 h (AID 1850); Salmonella Typhi PhoP-promoter GFP reporter, fluorescence, 4 h; higher % means a stronger effect; one-dose inhibition, % at 50 µM; IC50 in µM for titrated hits; 0.33% of 310,000 active; in the data active means a potency from the dose series; inconclusive means inhibition mostly from about 25% at the one dose, without a potency; inactive means the rest, 99 in 100 with inhibition below about 19%;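 further: 0% = induced wells with vehicle and 100% = uninduced wells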
* = called active by the depositor; i = inactive; ? = inconclusive; / = no result given.

SMILES | inhibitors of VEEV | tuberculosis growth | M. tuberculosis HTS | influenza NS1A | Salmonella PhoP GFP
Cc1ccc(C)c(N2CCN(C(=O)C3CCN(c4nnc(N5CCCC5=O)s4)CC3)CC2)c1 | 4.8% | 44.4% | 21.4% | 4.6% | -5.1%
CCn1ccnc1CN1CCc2c([nH]c3ccccc23)C1C1CCCCC1 (configuration not stated) | i | 64.5% | 6.5% | -5.1% | 6.5%
COc1ccc(CN(C#N)c2nc(C)cc(C)n2)cc1 | 0.7% | 41.6% | -3.6% | 2.0% | 4.2%
COC(=O)C(C(=O)N1CCN(C)CC1)C1CCCCCC1 (configuration not stated) | i | -3.9% | 9.4% | 2.5% | 11.8%
O=[N+]([O-])c1ccc(CSC2=NCCS2)cc1 | 1.3% | 59.2% | -0.3% | 0.4% | 1.7%
COC(=O)/C=C1/SC(=NC(=O)c2ccc(Cl)cc2)NC1=O | 1.3% | 31.6% | -1.5% | -7.7% | 12.9%
COc1ccccc1CNC(=O)COC(=O)c1cc(C)oc1C | 0.6% | 22.4% | 0.1% | 7.8% | -5.3%
Cc1cc(=O)n(Cc2ccccc2)c2ccccc12 | 0.6% | 10.2% | -2.9% | -6.2% | -3.5%
CN(CCOc1ccccc1)CC(=O)Nc1cccc(C#N)c1 | 0.1% | 4.0% | -2.6% | -11.0% | 9.7%
O=C(NCC1CCCO1)c1nn2c(C(F)(F)F)cc(-c3cccs3)nc2c1Cl (configuration not stated) | 1.6% | 8.2% | 0.2% | -3.7% | -5.7%
CC(NC(=O)CNC(=O)c1sc2ccccc2c1Cl)c1ccc(S(N)(=O)=O)cc1 (configuration not stated) | 4.0% | -20.8% | -0.7% | -6.9% | 3.3%
CCCCc1cc(=O)oc2cc(OCC(=O)NCC3CCC(C(=O)O)CC3)ccc12 (configuration not stated) | 0.4% | -4.9% | -9.3% | 1.3% | -6.1%
O=[N+]([O-])c1ccc(NC(=S)N2CCN(c3ccc(F)cc3)CC2)cc1 | 7.7% | 19.3% | -6.7% | 3.0% | 0.4%
CCCNC(=O)c1cc2cc([N+](=O)[O-])ccc2s1 | i | 61.3% | -9.4% | -1.0% | -0.5%
CC(=O)Nc1ccc(CCc2nc3ccccc3[nH]2)cc1 | i | -3.5% | 0.9% | 2.7% | -4.4%
Cc1ccc(C)c(OCCC(=O)Nc2cc(S(=O)(=O)N3CCCCC3)ccc2C)c1 | 2.9% | -5.3% | -2.1% | 2.2% | /
O=C1SC(c2ccccc2)=N/C1=C/c1ccco1 | 2.0% | 72.6% | -0.9% | 20.6% | -7.5%
O=C(Nc1ccccc1C(=O)NCCCN1CCOCC1)c1ccc(F)cc1F | 1.1% | -18.1% | -10.9% | -10.6% | -4.3%
NC(=O)c1ccc(NC(=O)COC(=O)c2n[nH]c3ccccc23)cc1 | 3.7% | 5.4% | -4.5% | 1.6% | /
Cc1c(CCC(=O)O)c(=O)oc2c(C)c(OCc3cc4c(cc3Cl)OCO4)ccc12 | 0.5% | 25.8% | 10.5% | -10.2% | -9.0%
CCCC(C(=O)NC1CCCC1)N(Cc1ccccc1Cl)C(=O)c1snc(C(N)=O)c1N (configuration not stated) | 7.9% | -9.4% | 6.3% | -6.7% | -3.2%
Cc1ccc(N2CC(C(=O)Nc3c4c(nn3C(C)(C)C)CS(=O)(=O)C4)CC2=O)cc1C (configuration not stated) | 2.1% | 17.4% | 3.8% | 9.2% | -6.5%
CCn1cc(C(=O)NC(C)CCc2ccccc2)c(=O)c2cc(S(=O)(=O)N(C)C)ccc21 (configuration not stated) | 0.4% | 2.8% | 58.2% | 18.8% | 0.1%
CN(C)CCCN=Cc1c(-c2ccccc2)[nH]n(-c2nc3ccccc3s2)c1=O | 3.9% | 20.6% | 3.2% | -5.8% | 8.6%
O=C(CN(C1CCCCC1)S(=O)(=O)c1ccc(Cl)cc1)NCc1cccnc1 | 2.2% | 7.5% | -9.0% | -3.8% | -6.5%
(continued)
SMILES | inhibitors of VEEV | tuberculosis growth | M. tuberculosis HTS | influenza NS1A | Salmonella PhoP GFP
CC(C)OC(=O)CSc1nc(N)c(C#N)c(-c2ccco2)c1C#N | 0.7% | 52.2% | -0.4% | -1.3% | -4.7%
CSCCC1NC(=O)N(CC(=O)N2N=C(c3ccc(Cl)cc3)CC2c2ccco2)C1=O (configuration not stated) | 1.5% | 59.5% | 10.5µM* | 2.9% | -4.0%
COc1ccc2[nH]c3c(=O)n(CCN4CCOCC4)cnc3c2c1 | 3.3% | -0.2% | -2.0% | -2.9% | -9.1%
O=C(CN1CCN(Cc2ccc(Cl)cc2)C1=O)N1CCC2(CC1)OCCO2 | 8.7% | -3.2% | 1.8% | -4.6% | 14.5%
COc1ccc(/C=N/N2CCN(c3ccc(Cl)cc3)CC2)cc1O | 0.3% | 19.4% | -3.4% | 21.4% | -4.1%
CS(=O)(=O)c1ccc2nc(NC(=O)CN3CCC(Cc4ccccc4)CC3)sc2c1 | 0.9% | 46.5% | -4.3% | 18.2% | 9.3%
Cc1occc1C(=O)Nc1ccc(S(=O)(=O)N2CCN(C)CC2)cc1 | i | -6.1% | -13.8% | 3.9% | -5.4%
COc1ccc(C(CC(=O)N2CCC3(CC2)OCCO3)NS(=O)(=O)c2ccc(C)cc2)cc1 (configuration not stated) | 0.8% | -7.2% | -1.4% | -7.5% | -8.2%
O=C(CSc1ccccn1)Nc1cccc(NC(=O)CSc2ccccn2)n1 | 0.4% | -4.2% | 3.9% | -0.6% | -8.7%
CC1CCCCN1C(=O)CSc1nc2ccccc2[nH]1 (configuration not stated) | 1.5% | -3.1% | -1.4% | -2.6% | 10.5%
CCOC(=O)/C(=N/Nc1ccc(OC)cc1)N1CCCc2ccccc21 | 5.3% | ? | 78.1µM* | -17.1% | 4.4%
Cc1ccc(S(=O)(=O)NCC(=O)N(CC(=O)NCc2ccco2)Cc2ccc(F)cc2)cc1 | i | -8.7% | -9.8% | 6.1% | 7.8%
O=C(Nc1cccc2cccnc12)c1ccccc1Br | 4.1% | 16.5% | 3.5% | 4.1% | 4.6%
Cc1ccc(C(=O)/C=C/c2ccc(-c3ccc(C)cc3)o2)cc1 | i | ? | ? | 9.7% | -8.3%
COc1ccc(/C=c2/sc3nc(-c4ccccc4)c(-c4ccccc4)n3c2=O)cc1 | 4.6% | -3.2% | -1.8% | 9.4% | -7.0%
O=C(COc1ccc(S(=O)(=O)NCc2ccccc2)cc1Cl)NCc1ccccn1 | 0.9% | 4.4% | 9.4% | 2.4% | 14.4%
Cc1ccc(NC(=O)COC(=O)C2CC2(Cl)Cl)cc1C (configuration not stated) | i | 77.8% | 7.4% | -12.2% | -11.2%
CC(C)CC1(C)NC(=O)NC1=O (configuration not stated) | 1.0% | -5.8% | 5.4% | -1.2% | 5.7%
CCCNC(=O)CN(c1ccccc1)S(=O)(=O)c1ccc(OC)c(OC)c1 | i | -2.1% | 0.6% | 3.1% | -4.6%
O=C(CNC(=O)c1ccccc1)N/N=C/c1cccs1 | 0.2% | 7.9% | 9.8% | 4.1% | -1.1%
CCCCCCC1CC(C)(/C(C)=N/NC(N)=O)OC1=O (configuration not stated) | 3.6% | 9.2% | 2.6% | -6.8% | 1.2%
O=C(CC1Sc2ccccc2NC1=O)Nc1ccccc1[N+](=O)[O-] (configuration not stated) | 8.8% | -17.0% | 4.5% | 4.0% | -8.9%
CCN(CC)CCCn1c2c(c(SCC(=O)Nc3ccc(C)c(F)c3)nc1=O)CCC2 | 1.4% | -4.9% | -0.3% | -14.8% | 0.9%
CCOC(=O)/C(=N/O)C1=NC(C)(C)Cc2cc(C)c(C)cc21 | 1.0% | 1.4% | -5.8% | -1.3% | 7.2%
CC(=O)Nc1ccc(NC(=O)C(C)Oc2ccc(Cl)cc2Cl)cc1 (configuration not stated) | 0.7% | / | 1.1% | 6.2% | 1.1%
The list goes on:
SMILES | inhibitors of VEEV | tuberculosis growth | M. tuberculosis HTS | influenza NS1A | Salmonella PhoP GFP
COc1ccc(C)cc1S(=O)(=O)N(CC(=O)Nc1cccc([N+](=O)[O-])c1)c1ccc(C)c(C)c1 | 0.7% | -17.7% | -0.1% | 1.9% | -4.2%
CC(=O)c1c(C)nn(C(C)CC(=O)O)c1C (configuration not stated) | 0.8% | -10.1% | 0.9% | -3.0% | 6.7%
CCC(C(=O)O/N=C(\N)c1cccc(C)c1)c1ccccc1 (configuration not stated) | 5.7% | -7.7% | -0.3% | 25.9% | 7.6%
COc1cccc(C(C(=O)NC(C)(C)C)N(C(=O)CCC(=O)Nc2cc(C)on2)C(C)C)c1OC (configuration not stated) | 0.1% | 7.1% | -1.9% | -2.6% | 9.7%
CN1C(=O)C(C)(C)c2cc(S(=O)(=O)N3CCCC3C(=O)NCc3ccccc3Cl)ccc21 (configuration not stated) | i | 44.5% | -11.7% | -1.6% | -18.3%
Cc1ccc(C(=O)C(C)OC(=O)Cc2n[nH]c(=O)c3ccccc23)cc1 (configuration not stated) | 5.6% | 5.6% | 1.7% | -2.0% | -0.6%
O=C(OC1CCCCC1)c1cc2ccccc2oc1=O | 0.3% | ? | ? | 1.0% | 9.6%
C#CCNC(=O)C1=C[C@@H](C2CC2)C[C@@H](OCc2ccc(CO)cc2)O1 | 0.1% | -2.4% | -4.4% | -3.8% | 3.9%
CCN(CC)C(=S)SCC(=O)Nc1ccc(S(N)(=O)=O)cc1 | 3.0% | -27.3% | -5.5% | 0.8% | -6.6%
O=C1[C@H]2[C@@H](c3ccc(Cl)cc3)N3C(=O)N(c4cccc(F)c4)C(=O)[C@@]3(Cc3ccccc3)[C@H]2C(=O)N1C1CCCCC1 | i | 58.1% | -2.7% | -2.9% | -3.3%
C/C(=N/NC(=O)c1nnn(-c2nonc2N)c1-c1ccccc1)c1ccncc1 | i | -1.0% | 8.2% | -1.1% | -1.2%
Cc1ccc(S(=O)(=O)Nc2ccccc2F)cc1C(=O)NCCCN1CCCC1=O | 1.2% | -4.8% | -12.2% | 4.7% | -2.8%
COc1ccc(N2CC(C(=O)NCCS(=O)(=O)N3CCN(c4ccccc4)CC3)CC2=O)cc1 (configuration not stated) | 0.4% | -22.5% | -6.1% | 6.2% | -1.4%
O=C(Nc1ccc(Cl)c(S(=O)(=O)N2CCOCC2)c1)c1cc2ccccc2oc1=O | 2.4% | 8.5% | -6.7% | -26.6% | /
O=C(COc1ccc2c(c1)OCO2)Nc1nncs1 | 1.4% | 0.3% | 6.1% | -1.6% | -6.0%
CCN(C(=O)CSc1cc(C)c2ccccc2n1)c1c(N)n(Cc2ccccc2)c(=O)[nH]c1=O | 3.0% | 7.4% | 5.2% | -14.2% | 7.3%
Cc1cccc2c(N)c3c(nc12)CCCC3 (tested in a mixture with another compound) | 4.0% | / | / | -4.7% | /
CC(=O)OC1CCC2(C)C(CCC3C2CC(=NO)C2(C)C(C(C)OC(C)=O)CCC32)C1 (configuration not stated) | i | / | / | -4.0% | /

An excerpt of these results, with two lines to a compound:
Values run as follows: inhibitors of VEEV, tuberculosis growth, M. tuberculosis HTS, influenza NS1A, Salmonella PhoP GFP
> C#CCNC(=O)C1=C[C@@H](C2CC2)C[C@@H](OCc2ccc(CO)cc2)O1
→ 0.1%, -2.4%, -4.4%, -3.8%, 3.9%
> CCN(CC)C(=S)SCC(=O)Nc1ccc(S(N)(=O)=O)cc1
→ 3.0%, -27.3%, -5.5%, 0.8%, -6.6%
> O=C1[C@H]2[C@@H](c3ccc(Cl)cc3)N3C(=O)N(c4cccc(F)c4)C(=O)[C@@]3(Cc3ccccc3)[C@H]2C(=O)N1C1CCCCC1
→ i, 58.1%, -2.7%, -2.9%, -3.3%
> C/C(=N/NC(=O)c1nnn(-c2nonc2N)c1-c1ccccc1)c1ccncc1
→ i, -1.0%, 8.2%, -1.1%, -1.2%
> Cc1ccc(S(=O)(=O)Nc2ccccc2F)cc1C(=O)NCCCN1CCCC1=O
→ 1.2%, -4.8%, -12.2%, 4.7%, -2.8%
> COc1ccc(N2CC(C(=O)NCCS(=O)(=O)N3CCN(c4ccccc4)CC3)CC2=O)cc1 (configuration not stated)
→ 0.4%, -22.5%, -6.1%, 6.2%, -1.4%
> O=C(Nc1ccc(Cl)c(S(=O)(=O)N2CCOCC2)c1)c1cc2ccccc2oc1=O
→ 2.4%, 8.5%, -6.7%, -26.6%, /
> O=C(COc1ccc2c(c1)OCO2)Nc1nncs1
→ 1.4%, 0.3%, 6.1%, -1.6%, -6.0%
> CCN(C(=O)CSc1cc(C)c2ccccc2n1)c1c(N)n(Cc2ccccc2)c(=O)[nH]c1=O
→ 3.0%, 7.4%, 5.2%, -14.2%, 7.3%
> Cc1cccc2c(N)c3c(nc12)CCCC3 (tested in a mixture with another compound)
→ 4.0%, /, /, -4.7%, /
> CC(=O)OC1CCC2(C)C(CCC3C2CC(=NO)C2(C)C(C(C)OC(C)=O)CCC32)C1 (configuration not stated)
→ i, /, /, -4.0%, /

Source: PubChem BioAssay (Southern Research Specialized Biocontainment Screening Center)

The order is random. Share with any hit: about 1.4%.
